Source: PubChem BioAssay (The Scripps Research Institute Molecular Screening Center)
M1 ag parental – counter-screen for M1 agonists: effect in parental CHO-K1 cells; Fluo-8 calcium fluorescence; scaled to maximal ATP response, vehicle zero; activation, % at 3 µM; 0.48% of 360,000 active; AID 602248; in the data active = activation above about 15%;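 also: untransfected CHO-K1 host cells lacking M1 receptor as counterscreen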
M1 ag – activates human CHRM1 receptor | P11229 | CHO-K1 hM1, Fluo-8 calcium fluorescence, agonist mode; 0% DMSO, 100% acetylcholine EC100 | activation, % at 3 µM | 0.33% of 360,000 active | AID 588814;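 active = activation above the run's mean compound activation plus 3 SD, cut at about 16% in these data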;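 also: peak over basal fluorescence ratio within a 140 s kinetic read after compound addition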
Target sequence (P11229 whole entry, looked up): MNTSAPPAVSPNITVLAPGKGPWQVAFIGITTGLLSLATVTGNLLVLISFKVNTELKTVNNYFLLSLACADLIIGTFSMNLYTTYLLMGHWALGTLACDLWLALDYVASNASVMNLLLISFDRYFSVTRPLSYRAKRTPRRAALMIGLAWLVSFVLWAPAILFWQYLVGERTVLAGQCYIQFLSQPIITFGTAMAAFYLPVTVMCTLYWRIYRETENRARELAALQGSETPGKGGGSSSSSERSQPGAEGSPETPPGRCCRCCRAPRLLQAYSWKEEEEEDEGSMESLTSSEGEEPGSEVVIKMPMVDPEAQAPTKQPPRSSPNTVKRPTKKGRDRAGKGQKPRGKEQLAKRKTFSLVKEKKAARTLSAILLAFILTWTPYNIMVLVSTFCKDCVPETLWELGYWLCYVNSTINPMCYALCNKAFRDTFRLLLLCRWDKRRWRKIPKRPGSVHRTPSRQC
CHRM1 antagonist – human CHRM1 antagonism; AID 588852; CHO-K1 hM1, Fluo-8 calcium fluorescence, ACh EC80 antagonist; P11229; 1.3% of 360,000 active; inhibition, % at 3 µM;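 active = percent inhibition above its own plate's cutoff, namely the mean of that plate's compound wells plus 3 SD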;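 also: peak over basal fluorescence ratio during 140 s after agonist addition; 0% = ACh EC80 plus DMSO and 100% = DMSO alone without agonist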
CHO parental Ca – signal in parental CHO cells, OX1R antagonist counter-screen; parental CHO-K1, ATP-induced calcium, Fluo-8 fluorescence; inhibition, % at 5.6 µM; 0.63% of 330,000 active;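 active = inhibition above that plate's mean sample inhibition plus 3 SD, cut at about 26% in these data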;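 also: 0% = ATP-challenged DMSO wells and 100% = DMSO wells without ATP; some compounds past the cut are filed as inactive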
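Material: parental CHO cells / Compound: single nominal dose of 5.6 µM per compound / Signal: Fluo-8 fluorescence / Replicates: singlicate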
CHO-K1 Ca antag – M1 antagonist counterscreen hit in parental CHO-K1 cells; inhibition, % at 3 µM; 0.6% of 360,000 active; ATP-induced calcium, Fluo-8 fluorescence;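 active = inhibition above a per-plate cutoff, the plate's mean sample inhibition plus 3 SD, cut at about 24% in these data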;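 also: 0% = DMSO plus EC80 ATP and 100% = DMSO alone without ATP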
M1 PAM – positive allosteric modulators of human M1 muscarinic receptor; P11229; CHO-K1 hM1, Fluo-8 calcium fluorescence, ACh EC20; 0% = ACh EC20, 100% = maximal ACh; activation, % at 3 µM; 0.088% of 360,000 active; AID 588819; in the data active = activation above about 19%, passing the limit was not always enough
TAAR1 ag – agonists of human TAAR1 | Q96RJ0 | CHO RD-HGA16 TAAR1, Fluo-8 calcium fluorescence; vehicle wells 0%, saturating PEA agonist 100% | 0.99% of 360,000 active | activation, % at 3 µM | AID 624467;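 active = activation above the mean activation of all test compounds in the run plus 3 SD, cut at about 38% in these data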
Target sequence (Q96RJ0 whole entry, looked up): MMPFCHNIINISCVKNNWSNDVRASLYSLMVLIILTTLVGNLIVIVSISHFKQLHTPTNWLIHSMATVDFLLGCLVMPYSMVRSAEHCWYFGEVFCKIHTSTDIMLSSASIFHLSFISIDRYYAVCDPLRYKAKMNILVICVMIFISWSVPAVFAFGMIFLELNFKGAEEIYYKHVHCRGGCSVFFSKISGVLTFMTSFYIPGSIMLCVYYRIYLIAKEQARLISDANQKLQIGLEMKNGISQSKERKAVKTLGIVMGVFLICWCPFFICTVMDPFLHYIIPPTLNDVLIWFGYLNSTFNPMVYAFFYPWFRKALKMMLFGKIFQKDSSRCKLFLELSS
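Assay system: CHO-derived RD-HGA16 cells with stable Gα16 and human TAAR1; timing: 17-24 h seeding, 75 min 37 °C dye, 30 min RT; read-out: % activation from peak over basal fluorescence ratio, DMSO-to-PEA scaled; measured by: kinetic Fluo-8 calcium fluorescence; benchmarks: low control DMSO, high control PEA (EC100); doses: 3 µM single concentration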
M1 PAM parental – counter-screen for M1 PAMs: effect in parental CHO-K1 cells. ATP EC20, Fluo-8 calcium fluorescence; 0% at ATP EC20, 100% at ATP max. activation, % at 3 µM. 0.02% of 360,000 active;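 active = activation above the run cutoff, the mean activation of all test compounds plus 3 SD, cut at about 40% in these data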;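 also: peak over basal fluorescence ratio in a 140 s read after ATP addition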
TAAR1 antagonist – antagonists of human TAAR1; AID 624466; inhibition, % at 3 µM; CHO RD-HGA16 TAAR1, Fluo-8 calcium fluorescence, antagonist; 1.5% of 360,000 active; Q96RJ0;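 active = inhibition above a per-plate cutoff, the mean inhibition of test compounds on that plate plus 3 SD, cut at about 49% in these data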;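 also: 0% = DMSO plus EC80 beta-PEA response and 100% = DMSO alone without agonist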
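Material: CHO RD-HGA16 cells bearing hTAAR1; compound dosing: one-point dosing, 3 µM nominal final; schedule: dye loading 75 min at 37 °C, then 30 min room temperature; measured by: calcium fluorescence with Fluo-8; control set: vehicle and agonist controls; replication: n of 1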
Active calls of the source: *; · = no result given. Outcome played no part in choosing rows; any-hit rate near 4.4%.

SMILES	M1 ag parental	M1 ag	CHRM1 antagonist	CHO parental Ca	CHO-K1 Ca antag	M1 PAM	TAAR1 ag	M1 PAM parental	TAAR1 antagonist
COc1cccc(C2CC(c3cccs3)=NN2S(C)(=O)=O)c1 (stereo not given)	0.2	-7	-12	-16	-13	13	1	8	11
CC(C)NC(=O)NNC(=O)c1nn(-c2ccc(F)cc2)ccc1=O	1.3	-3	-15	-10	-20	15	0	16	-18
COc1ccc(S(=O)(=O)N2CCOCC2)cc1NC(=O)c1cc(C)oc1C	-0.2	-4	1	-25	0	1	1	2	-7
CC(NC(=O)c1ccccc1SCC(=O)N1CCCC1)c1ccc(F)cc1 (stereo not given)	1.6	-2	-9	-2	0	8	1	8	-1
O=c1c2cc(Cl)ccc2[nH]c(=S)n1Cc1cccs1	0.2	-9	0	3	-6	-1	6	20	25
O=C(CSc1nnnn1C1CCCC1)Nc1ccc2c(c1)OCO2	0.7	-14	-3	-12	-12	-7	20	-8	6
CCOC(=O)N1CCN(C(=O)CSCc2ccc(Br)cc2)CC1	3.9	-4	-6	-4	-13	2	0	1	-16
COc1ccccc1-n1c(SCC(=O)N2CCCC2)nnc1-c1ccccc1	0.2	-4	-3	-1	-13	3	2	-2	-4
COc1ccc(/C=N/NC(=S)Nc2ccccc2)cc1COc1cccc(C)c1C	0.1	-3	-8	-15	-14	6	0	4	-24
OC1CCCN(c2c3c(nc4cc(-c5cccc(F)c5)nn24)CCCC3)C1 (stereo not given)	0.8	-9	5	-15	-8	-6	0	22	-4
Cn1cnnc1SCC(=O)Nc1sccc1C#N	-0.4	3	-26	-1	-12	14	7	6	-2
COc1ccc(C2C(C(=O)O)CCC(=O)N2c2ccc(C)cc2)cc1OC (stereo not given)	0.7	-2	-22	-11	-13	4	1	16	4
COCCCNc1nc2c(-c3cccc(C(F)(F)F)c3)nnn2c2ccccc12	0.2	0	-9	-6	-7	6	1	12	14
Cc1cccn2c(=O)cc(COC(=O)C(C)Oc3ccccc3)nc12 (stereo not given)	1.8	-2	-15	-8	-17	6	7	10	6
COc1ccc(N(CC(=O)Nc2nc3ccc(C)cc3s2)S(=O)(=O)c2c(C)nn(C)c2C)cc1	1.9	-2	0	-1	-5	-3	14	11	46
O=C(Cc1cccc(NC(=O)C2CCCN(C(=O)C3CCC3)C2)c1)Nc1cccc(C(=O)N2CCCC2)c1 (stereo not given)	-0.5	-4	-8	-3	-9	6	0	0	-19
CC(C(=O)N1CCCCC1)N1CCN(S(=O)(=O)c2ccc(Cl)cc2)CC1 (stereo not given)	0.1	-2	-15	-17	-12	11	0	12	4
CC(C)C1(CCNC(=O)c2cccs2)CCOC(C)(C)C1 (stereo not given)	2.4	-3	-23	-18	-16	17	1	23	-16
COCCNC(=O)C(c1ccccc1)N(Cc1cccs1)C(=O)Cn1nnc2ccccc21 (stereo not given)	1.0	-1	-14	-22	-14	6	1	20	4
O=C(N/N=C/c1ccc(OC(=O)c2cccs2)cc1)c1ccc(F)cc1	0.5	-5	1	-1	-1	4	1	2	-14
Cc1noc(C)c1CSc1nnnn1-c1ccc(Cl)cc1	1.8	-5	2	-22	2	-7	11	9	7
Cc1oc(-c2ccccc2)cc1C(=O)NC1CCN(Cc2ccccc2)CC1	-0.3	-6	1	-11	-3	0	0	-8	-13
Cc1ccc(OCCNC(=O)CCNS(=O)(=O)c2ccc(C)cc2)cc1	0.0	-3	-8	-20	-11	6	-1	-14	-14
Cc1ccc(NC(=O)CCC(=O)NCCO)cc1	-0.1	-1	-8	-1	-2	6	17	10	4
COCCNc1nc(NCc2ccccc2)c2cnn(C)c2n1	1.4	-2	10	-13	-11	-5	3	10	-10

One compound at a time, as listed above:
O=C(CSc1nnnn1C1CCCC1)Nc1ccc2c(c1)OCO2 as listed: M1 ag parental = 0.7; M1 ag = -14; CHRM1 antagonist = -3; CHO parental Ca = -12; CHO-K1 Ca antag = -12; M1 PAM = -7; TAAR1 ag = 20; M1 PAM parental = -8; TAAR1 antagonist = 6
COc1ccccc1-n1c(SCC(=O)N2CCCC2)nnc1-c1ccccc1 as listed: M1 ag parental = 0.2; M1 ag = -4; CHRM1 antagonist = -3; CHO parental Ca = -1; CHO-K1 Ca antag = -13; M1 PAM = 3; TAAR1 ag = 2; M1 PAM parental = -2; TAAR1 antagonist = -4
CC(C)NC(=O)NNC(=O)c1nn(-c2ccc(F)cc2)ccc1=O as listed: M1 ag parental = 1.3; M1 ag = -3; CHRM1 antagonist = -15; CHO parental Ca = -10; CHO-K1 Ca antag = -20; M1 PAM = 15; TAAR1 ag = 0; M1 PAM parental = 16; TAAR1 antagonist = -18

(list continues)
SMILES	M1 ag parental	M1 ag	CHRM1 antagonist	CHO parental Ca	CHO-K1 Ca antag	M1 PAM	TAAR1 ag	M1 PAM parental	TAAR1 antagonist
COc1ccc(NC(=O)/C(C#N)=C/c2ccc(-c3ccc(Cl)c(C(=O)O)c3)o2)cc1	-0.4	-1	3	·	-3	6	-1	7	6
COCCCNC(=O)c1ccccc1N(Cc1ccccc1)S(=O)(=O)c1ccc(OC)cc1	0.1	-7	-19	-18	1	8	1	3	-9
CC(C)CSc1nc2ccccc2n1CC(N)=O	0.2	-4	-2	-3	-15	6	0	1	1
CN1CCc2c(C#N)c(N3CCOCC3)nc(NCC3CCCO3)c2C1 (stereo not given)	-0.1	-6	-9	4	-3	4	2	5	-22
COc1nc(C#N)nc(N(C)C)n1	0.2	-2	-5	2	3	2	15	11	-7
CC(=O)c1ccc(S(=O)(=O)NCc2ccc(C(=O)NCC(c3ccccc3)N(C)C)cc2)cc1 (stereo not given)	1.7	-11	25*	-10	-14	-30	0	6	-6
Cc1cc(NC(=O)C(C)SCC(=O)OC(C)C(=O)Nc2cccc(C#N)c2)no1 (stereo not given)	-0.3	-3	-11	-19	-4	5	1	7	7
COc1ccc(OC)c(-c2csc(NC(=O)Cc3cc(OC)c(OC)c(OC)c3)n2)c1	7.3	-4	8	-12	6	-9	1	-7	11
COC(=O)c1ccn(Cc2ccccc2Cl)n1	-0.1	-1	0	·	19	-1	3	-22	0
CCN(CC)CCCNC1CCS(=O)(=O)C1 (stereo not given)	0.7	-4	-8	0	4	8	3	19	-6
COc1ccc(N2C(=O)CSC2c2cccc(F)c2)cc1 (stereo not given)	0.1	-10	7	-11	-12	-7	-1	2	-7
COc1ccc(Cn2c(C)nc3c(c(=O)c4ccccc4n3C)c2=O)cc1	2.6	-6	-5	-14	-7	-2	6	18	3
COc1ccc(Nc2nnc(-c3ccc(C(N)=O)cc3)c3ccccc23)cc1	-0.3	-10	6	-12	1	-6	1	-11	3
Cn1c(=O)c2c(n(Cc3ccccc3)c1=O)NC(=O)C2CC(=O)O (stereo not given)	0.3	-3	-2	0	-7	0	10	5	-2
CCOc1ccc2ccc(OCC)c(/C=N/n3cnnc3)c2c1	0.1	-6	-2	-10	-1	1	0	-1	1
COCCNC(=O)CSc1ccc(C)cc1	0.3	-3	3	-6	-21	7	3	20	11
CC(=NO)c1cc(Br)c2cccc3c2c1CC3	0.6	-5	-7	·	-12	1	1	14	-22
CCOc1ccc(NC(=O)NN2C(C)CCCC2C)cc1 (stereo not given)	0.6	-1	-8	·	-3	0	9	8	-25
Cc1ccc(NC(=O)CSc2nccn(-c3ccc4c(c3)OCCO4)c2=O)cc1	0.2	-3	-5	-14	5	3	1	-4	-14
O=C(Nc1ccccc1C(=O)N1CCCCC1)c1cccc(S(=O)(=O)N2CCOCC2)c1	0.4	-4	-3	-14	2	1	7	10	-4
Cc1ccc(NS(=O)(=O)c2ccc(N/N=C/c3ccccc3OCC(=O)O)c([N+](=O)[O-])c2)c(C)c1	0.0	0	-11	-3	-14	9	-1	12	-10
CC(C)C[C@H](NC(=O)OC(C)(C)C)C(=O)N1CCC(C(=O)N[C@@H](Cc2c[nH]c3ccccc23)C(=O)O)CC1	1.9	-3	-14	12	-19	10	2	12	-5
CCN=C(Nc1ccc2c(c1)OCO2)SC1CC(=O)N(c2ccc(OC)cc2)C1=O (stereo not given)	3.9	0	27*	-1	4	-7	13	10	50*
CCn1c(=O)cc(OCC(=O)NCc2ccc(C)o2)c2ccccc21	0.3	-6	0	-16	7	1	6	-6	-3
C1=CCC(CN2CCNCC2)CC1 (stereo not given)	-0.3	-13	6	-4	16	3	4	0	7

(listing goes on)
SMILES	M1 ag parental	M1 ag	CHRM1 antagonist	CHO parental Ca	CHO-K1 Ca antag	M1 PAM	TAAR1 ag	M1 PAM parental	TAAR1 antagonist
CS(=O)(=O)c1nc(-c2ccccc2)c(-c2ccccc2)[nH]1	3.4	-8	-4	-15	3	5	2	23	-1
COc1ccc(NC2c3ccccc3C(=O)N2c2cccnc2)cc1Cl (stereo not given)	0.5	-1	-4	-10	0	1	-1	12	-13
CCN(CC)S(=O)(=O)c1ccc(C)c(NC(=S)N2CCN(Cc3ccc4c(c3)OCO4)CC2)c1	3.5	-7	16	-16	18	-22	13	-13	6
CCOc1ccc(Br)cc1S(=O)(=O)Nc1cccc(S(=O)(=O)NC2=NCCC2)c1	1.3	-5	-5	-8	-6	7	2	16	-16
CCCCN(C(=O)c1cc(-c2ccco2)nc2ccccc12)c1c(N)n(CCC)c(=O)[nH]c1=O	-0.3	-3	-6	1	0	5	2	15	-5
CCCS(=O)(=O)NC(=O)C1(C)CCN(C(=O)c2ccccc2F)C1 (stereo not given)	0.3	-2	-12	·	-8	11	3	21	-10
O=C(c1cccc(Cl)c1)N(Cc1ccco1)C1CCS(=O)(=O)C1 (stereo not given)	3.6	0	-6	-3	-3	1	1	15	-13
O=C(NCc1cccnc1)C1CC2c3ccccc3C1c1ccccc12 (stereo not given)	0.1	-2	-17	1	3	15	8	15	0
CC1CCN(CCCOc2ccc(Br)cc2Cl)CC1	7.2	-5	14	-12	-18	-11	39*	19	2
Cc1c(NC(=O)OC(C)C)sc(=S)n1C	0.2	-1	-29	-3	-10	7	13	6	-3
CCOc1ccc(Cc2nnc(N)s2)cc1OCC	0.4	-1	-20	-11	-10	2	6	15	-2
O=C(Nc1ccccc1C(=O)NCCCN1CCOCC1)c1ccc(F)cc1F	1.6	-2	-8	-11	-4	5	1	7	-5
Cc1cccc(OCc2n[nH]c(=S)n2Cc2ccccc2)c1	-0.1	-8	4	-7	6	-5	5	14	-6
COc1ccc(S(=O)(=O)N2CCNCC2)cc1	-0.7	-5	0	0	-3	4	-1	5	-13
Cc1nn(CC(=O)NCCc2ccc(Cl)cc2)c(=O)c2cccn12	0.8	-3	-8	-11	-17	6	4	28	-25
CN(CCCn1cnc2c(OCc3ccccc3)ncnc21)CCc1ccccn1	-0.4	-11	14	·	-1	-13	0	-9	-4
Cc1noc(C)c1C(=O)NCCc1ccc(Cl)cc1	-0.2	-4	0	-6	14	5	·	2	·
O=C1C2C3C=CC(C3)C2C(=O)N1Nc1ccc([N+](=O)[O-])cc1[N+](=O)[O-] (stereo not given)	0.8	-3	-14	-16	-8	6	2	13	-33
CCN1CCN(C(C)C(=O)NC2CCCCC2)CC1 (stereo not given)	0.2	-3	-16	11	-10	7	0	16	-13
